Screens (PubChem BioAssay)
All columns: NCI-60 one-dose screen, growth in % after 48 h at 10 µM unless noted; 100 = growth as untreated, 0 = no growth, -100 = all killed.
HL-60(TB) – HL-60(TB) leukemia cells | 78,000 compounds, 9% hits; active = growth percent below 10
Active calls of the source: *; & = joins results of further samples.

Structure	HL-60(TB)
c1cn2cc(-c3ccc4c(c3)ncn4C3CCCCC3)nc(-c3ccc4c(c3)ncn4C3CCCCC3)c2n1	67.1
CCCCn1c2cc(OCc3cn(-c4ccc(Cl)cc4)nn3)ccc2c2ccnc(C)c21	-46.5*
Cc1ccc(NC(=O)c2cccc(CN3CCN(C)CC3)c2)cc1Oc1ccc(-c2[nH]nc3ncnc(N)c23)cc1	46.8
CCOC(=O)c1ccc2c(c1)nc(-c1ccc(Cl)cc1)n2-c1cc(C(C)(C)C)[nH]n1	-14.7*
CN1C(=O)C=C(N)C1=O	99.8
Nc1nc(N)c(Br)c(=O)[nH]1	87.1&103.0&77.3
NC(=O)c1cc(O)c(Br)c(O)c1	97.7
COc1ccc2nc3ccc(OC)cc3c(SCCCN)c2c1	50.2
COc1ccc(-c2nc(SCC(C)C)nc(N/N=C(/C)c3ccc(C)cc3)c2C#N)cc1	78.0
O=C1C(N2CCOCC2)=Cc2cccc3cccc1c23	-26.0*
CC(=O)Nc1ncc(Cc2cc(Cl)ccc2Cl)s1	97.5
COc1ccc(C(=O)/C=C/c2ccc3c(c2)Cc2ccccc2-3)cc1S(N)(=O)=O	105.7
O=C1NC(=O)C2(CCCc3ccc([N+](=O)[O-])cc32)N1 (stereo not drawn)	98.3
Clc1nc2ccc(Br)cc2cc1-c1nc2ccccc2[nH]1	87.6
O=C(CCC(=O)N(CCO)CCO)N(CCO)CCO	89.0

> COC(=O)C12C3C(=O)N(c4ccccc4)C(=O)C3C(c3cn(-c4ccccc4)nc3C)N1[C@H](c1cn(-c3ccccc3)nc1C)[C@@H]1C(=O)N(c3ccccc3)C(=O)[C@@H]12 (stereo partly drawn)
  HL-60(TB): 114.0

> CC(CCC(=O)O)C1CCC2C3CCC4CC(O)CCC4(C)C3CC(O)C12C (stereo not drawn)
  HL-60(TB): 107.1

> COc1ccc(C(C#N)(CCC#N)CCC#N)cc1OC
  HL-60(TB): 100.5

> Cn1c(/C(C#N)=C/c2c(Cl)cncc2Cl)nc2ccccc21
  HL-60(TB): 55.4

> Cn1cnnc1[S-].[Au+].c1ccc([PH+](c2ccccc2)c2ccccc2)cc1
  HL-60(TB): -12.7*

> COc1cc(/C=C2\C=C(c3ccccc3)N(CCc3ccccc3)C2=O)cc(OC)c1OC
  HL-60(TB): 80.3

> COc1ccc(-c2nn(-c3cccc(Cl)c3)cc2C2CC(c3cccs3)=NN2C(C)=O)cc1 (stereo not drawn)
  HL-60(TB): 106.8

Quoted at random: 7 records from the list.
> COC(=O)C12C3C(=O)N(c4ccccc4)C(=O)C3C(c3cn(-c4ccccc4)nc3C)N1[C@H](c1cn(-c3ccccc3)nc1C)[C@@H]1C(=O)N(c3ccccc3)C(=O)[C@@H]12 (stereo partly drawn)
  HL-60(TB): 114.0

> O=C(CCC(=O)N(CCO)CCO)N(CCO)CCO
  HL-60(TB): 89.0

> O=C1C(N2CCOCC2)=Cc2cccc3cccc1c23
  HL-60(TB): -26.0*

> COc1ccc(C(=O)/C=C/c2ccc3c(c2)Cc2ccccc2-3)cc1S(N)(=O)=O
  HL-60(TB): 105.7

> Nc1nc(N)c(Br)c(=O)[nH]1
  HL-60(TB): 87.1&103.0&77.3

> COc1ccc(C(C#N)(CCC#N)CCC#N)cc1OC
  HL-60(TB): 100.5

> CC(CCC(=O)O)C1CCC2C3CCC4CC(O)CCC4(C)C3CC(O)C12C (stereo not drawn)
  HL-60(TB): 107.1

Three compounds out of the list, ordered by count of non-hydrogen atoms, largest number first.
> COC(=O)C12C3C(=O)N(c4ccccc4)C(=O)C3C(c3cn(-c4ccccc4)nc3C)N1[C@H](c1cn(-c3ccccc3)nc1C)[C@@H]1C(=O)N(c3ccccc3)C(=O)[C@@H]12 (stereo partly drawn)
  HL-60(TB): 114.0

> CC(CCC(=O)O)C1CCC2C3CCC4CC(O)CCC4(C)C3CC(O)C12C (stereo not drawn)
  HL-60(TB): 107.1

> Cn1c(/C(C#N)=C/c2c(Cl)cncc2Cl)nc2ccccc21
  HL-60(TB): 55.4

Not all compounds are listed; count on the stated rates, not on these rows.
